tuberculosis growth: growth inhibition of non-replicating M. tuberculosis (AID 488890); 320,000 tested, 0.39% active; inhibition, % at 25 µM, or IC50 in µM where a hit was titrated; Mycobacterium tuberculosis non-replicating, growth inhibition; higher % means a stronger effect; in the data active = a potency from the dose series; inconclusive = inhibition mostly from about 82% at the one dose, without a potency; inactive = the rest, 99 in 100 with inhibition below about 76%;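 note: plate controls were DMSO cells for no effect and high antibiotic wells for full effect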
PhoP GFP inhibition: PhoP regulon inhibitors, Salmonella typhi PhoP promoter GFP reporter, confirmatory (AID 1850) | Salmonella Typhi PhoP-promoter GFP reporter, fluorescence, 4 h; higher % means a stronger effect | one-dose inhibition, % at 50 µM; IC50 in µM for titrated hits | 310,000 tested, 0.33% active; in the data active = a potency from the dose series; inconclusive = inhibition mostly from about 25% at the one dose, without a potency; inactive = the rest, 99 in 100 with inhibition below about 19%;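 note: 0% = induced wells with vehicle and 100% = uninduced wells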
M. tuberculosis HTS: M. tuberculosis growth inhibition, HTS (AID 449762); M. tuberculosis H37Rv growth inhibition, 7H9 media; higher % means a stronger effect; 330,000 tested, 0.59% active; inhibition, % at 25 µM; hits with a dose series show IC50 in µM; in the data active = a potency from the dose series; inconclusive = inhibition above about 70% without an active follow-up result;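 note: bacterial growth assessed after seven days of incubation; strong numbers were not always called active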
VEEV TC-83 Vero: inhibitors of VEEV TC-83 cytopathic effect, confirmation, Vero cells (AID 588727) | Vero cells, VEEV TC-83 cytopathic effect inhibition; higher % means a stronger effect | inhibition, % at 20 µM, or IC50 in µM where a hit was titrated | 350,000 tested, 0.13% active; in the data active = a potency from the dose series; inconclusive = inhibition mostly from about 14% at the one dose, without a potency; inactive = the rest, 99 in 100 with inhibition below about 12%; note: strong numbers were not always called active
influenza NS1A: H1N1 influenza NS1A inhibitors, functional cell based assay (AID 504329); inhibition, % at 12.5 µM, or IC50 in µM where a hit was titrated; 340,000 tested, 0.3% active; NS1A functional cell-based assay, percent inhibition; higher % means a stronger effect; in the data active = a potency from the dose series; inconclusive = inhibition above about 27% without an active follow-up result; note: strong numbers were not always called active
VEEV TC-83 Vero 10K pilot screen: second read-out of VEEV TC-83 Vero, no call of its own (marks repeat the call); inhibition, %; measured here: 10K pilot screen inhibition
* hit, by the source's call; i = inactive; ? = inconclusive; / = not tested or not shown.

SMILES | tuberculosis growth | PhoP GFP inhibition | M. tuberculosis HTS | VEEV TC-83 Vero | influenza NS1A | others
O=C(CCCn1c(=S)[nH]c2ccccc2c1=O)NC1CCCCC1 | 3% | -6% | 4% | 3.9% | 3%
Cc1cc(NC(=O)CSc2nc(N)c(NC(=O)c3ccccc3F)c(=O)[nH]2)no1 | 0% | -6% | -9% | i | -8%
COc1ccc(/C=N/Nc2nnc(Cc3ccccc3)c(=O)[nH]2)cc1 | 0% | 16% | 5% | 6.4% | 7%
CC1CCCCN1C(=O)CSc1nc2ccsc2c(=O)n1Cc1ccccn1 (stereo not given) | 6% | 0% | 0% | i | -15%
Nc1nn(-c2ccccc2)c(N)c1N=Nc1ccccc1F | 0% | 5% | -10% | 5.2% | >100µM*
O=C(Nc1ccc(Br)c2cccnc12)c1ccc(Cn2cc([N+](=O)[O-])cn2)o1 | / | / | -16% | 1.8% | 6%
COc1cccc(OCC(=O)NNC(=O)CCc2ccccc2)c1 | 4% | -6% | 4% | 1.0% | 1%
Cc1cc(O)c2c(-c3ccccc3)cc(=O)oc2c1 | 12% | -7% | 1% | 0.9% | 3%
Nc1ccc(C(=O)N2CCN(S(=O)(=O)c3ccc(Cl)cc3)CC2)cc1[N+](=O)[O-] | 23% | 4% | 4% | 6.6% | -7%
Cc1nc2ccccc2c2oc(C(=O)NCCCN3CC(C)CC(C)C3)cc12 (stereo not given) | 15% | -5% | -5% | i | 12%
CCCc1cc2c(cc1NS(=O)(=O)c1ccc(CCNC(C)=O)cc1)OCO2 | 11% | -11% | 15% | i | -25%
Cc1ccc2nc(SCC(=O)Nc3cc(C)on3)nc(=O)n2c1 | -24% | 1% | 4% | 1.0% | -8%
Cc1ccc(-n2c(SCC(N)=O)nnc2-c2ccc(S(=O)(=O)N3CCCCC3)cc2)c(C)c1 | 13% | 1% | 1% | i | -22%
Cc1cc(C)c(C(=O)CC2(O)C(=O)Nc3ccccc32)cc1C (stereo not given) | 27% | -18% | 1% | 9.6% | -3%
O=C(CSc1ccc(Cl)cc1)Nc1ccccc1N1CCN(C(=O)c2ccccc2)CC1 | 1% | -2% | 3% | 8.0% | 5%
CCN(CC(=O)N1CCOCC1)S(=O)(=O)c1ccc(F)cc1 | 2% | -1% | -5% | 0.8% | 7%
Cc1cc(N2CCC(C)CC2)nc(SCC(=O)c2ccccc2)n1 | 28% | -9% | 8% | 8.6% | -1%
Cc1ccsc1C(=O)C1CCCN(Cc2cccc(-n3cccn3)c2)C1 (stereo not given) | 30% | 9% | -11% | 5.0% | -11%
Cc1noc(C)c1-c1ccc2ncnc(NCC3CCCCN3C)c2c1 (stereo not given) | -9% | / | -3% | 0.8% | 1%
COc1ccc(OC)c(/C=C2\N=C(c3ccccc3)OC2=O)c1 | ? | -50% | 19% | 1.1% | -1%
O=C(OCC(=O)c1c[nH]c2ccccc12)c1cccc(S(=O)(=O)N2CCCCCC2)c1 | -13% | -1% | -2% | 2.4% | -2%
COc1ccccc1CNC(=O)CCS(=O)(=O)c1cccs1 | 10% | -8% | 7% | i | -5%
O=C(CN1CCSCC1)N/N=C/c1ccc(F)c(F)c1 | -7% | 3% | 2% | 2.2% | -4%
O=C1c2ccccc2-c2cccc3cccc1c23 | / | / | / | 0.8% | 1%
O=C(C[C@@H]1C/C=C/CC[C@@H](Cc2ccc(F)cc2)C(=O)O[C@@H](c2ccccc2)CNC1=O)NCCO | / | / | 6% | 4.9% | 3%
Cc1cc(C)cc(NC(=O)C(=S)NCc2ccccc2)c1 | -5% | -12% | 4% | 7.2% | -6%
O=C(NCCc1ccccc1)c1cccc2c1C(=O)c1ccc(N3CCOCC3)cc1S2(=O)=O | 1% | / | -4% | 0.9% | -2%
O=C(O)CCCN1C(=O)C2C3CCC(O3)C2C1=O (stereo not given) | 18% | -8% | -10% | 0.6% | -5%
O=C(c1ccncc1)N(c1ccc2oc3c(c2c1)CCCC3)S(=O)(=O)c1cccc([N+](=O)[O-])c1 | 24% | 3% | 13% | 3.5% | -1%
O=C(/C=C\c1ccc2c(c1)OCO2)Nc1c2c(nn1-c1ccc(Cl)cc1)CSC2 | / | -8% | 1% | 0.4% | -4%
COc1cc2ccccc2cc1C(=O)Nc1ccc(CN2CCOCC2)cc1 | 23% | 13% | 7% | 5.9% | 0%
Cc1nc(SCC(=O)NC(=O)NCCC(C)C)c2c(-c3cccs3)csc2n1 | 4% | 1% | 2% | 4.6% | 6%
CCc1sc(C(=O)Nc2cccnc2)cc1Br | 56% | -8% | -1% | 3.1% | -4%
CCOC(=O)N1CCN(C(=O)CN(c2ccc(OC)c(OC)c2)S(C)(=O)=O)CC1 | 10% | 9% | 7% | 2.8% | 4%
O=C(Cc1ccccc1)Nc1cc(C(=O)c2ccccc2)ccc1N1CCOCC1 | 2% | 7% | -11% | i | -4%
CCN(CC)CCSc1nc(O)c(-c2ccccc2)c(=O)n1-c1ccccc1 | -20% | 7% | 0% | 1.1% | 4%
O=C(C1CCN(S(=O)(=O)c2ccccc2)CC1)N1CCOCC1 | -3% | 3% | 0% | 2.7% | 6%
CC(C)c1ccc(NC(=O)C2CCCN(S(=O)(=O)c3cccnc3)C2)cc1 (stereo not given) | 9% | -4% | -9% | i | 1%
COc1ccc2[nH]c3c(=O)n(CCCC(=O)NC4CCC(C)CC4)c(=S)[nH]c3c2c1 (stereo not given) | -16% | 4% | 1% | 5.8% | -3%
COc1ccc(C(CNC(=O)Cc2ccccc2Cl)N2CCCCC2)cc1 (stereo not given) | -12% | -8% | 4% | i | 4%
COc1ccc(NC(=O)CSc2nnc(-c3ccccc3F)n2C2CC2)cc1S(N)(=O)=O | -10% | -8% | 4% | 0.6% | 6%
O=S1(=O)[C@H]2C[C@H](CO)O[C@@]2(CO)CN1Cc1ccc(-c2ccc(F)cc2)cc1 | / | / | / | i | -9%
O=C(Nc1nnc(-c2ccco2)o1)c1ccc(Cl)s1 | i | 3% | ? | 3.9% | -11%
CCN(CC(=O)Nc1cccc(S(=O)(=O)N(C)c2ccccc2)c1)Cc1cccs1 | 14% | / | 0% | 3.1% | -6%
Cc1ccc(OCC(=O)N2CCN(c3nnc(-c4ccc(C)cc4)c4ccccc34)CC2)cc1 | 70% | 6% | ? | i | 0%

3 compounds picked at random from the list so far:
SMILES | tuberculosis growth | PhoP GFP inhibition | M. tuberculosis HTS | VEEV TC-83 Vero | influenza NS1A | others
O=C(Cc1ccccc1)Nc1cc(C(=O)c2ccccc2)ccc1N1CCOCC1 | 2% | 7% | -11% | i | -4%
CCc1sc(C(=O)Nc2cccnc2)cc1Br | 56% | -8% | -1% | 3.1% | -4%
Cc1nc(SCC(=O)NC(=O)NCCC(C)C)c2c(-c3cccs3)csc2n1 | 4% | 1% | 2% | 4.6% | 6%

Remaining list, next part.
SMILES | tuberculosis growth | PhoP GFP inhibition | M. tuberculosis HTS | VEEV TC-83 Vero | influenza NS1A | others
O=C(NC(=S)Nc1ccc2oc(-c3cccnc3)nc2c1)c1cccc(Cl)c1 | 28% | -11% | 6% | 12% | 3%
Cc1nc(-c2cccs2)sc1C(=O)O | -1% | 1% | 5% | 2.7% | -10%
O=C(O)CCN1C(=O)S/C(=C\c2cccnc2)C1=O | -3% | -23% | 10% | 3.5% | -4%
O=C(CNc1cc(S(=O)(=O)N2CCOCC2)ccc1NCC1CCCO1)Nc1cccc(F)c1 (stereo not given) | 12% | 0% | 2% | 5.0% | 12%
O=C1NC(=O)N(c2ccccc2F)C(=O)/C1=C/c1ccc(Oc2ccc([N+](=O)[O-])cn2)cc1 | ? | -4% | 10% | 0.8% | 5%
O=C(CC(=O)NN=C1CCCC1)NCCc1ccccc1 | -2% | -4% | 4% | 2.1% | -4%
O=C(Nc1cccc(Cl)c1)OCc1ccccn1 | 27% | 4% | 7% | 9.3% | -5%
CC(C)(C)c1ccc(C(=O)CSc2nc3ccccc3c(=O)[nH]2)cc1 | 15% | -4% | -7% | 4.2% | 5%
CCc1c(C(=O)NCCc2cccc(C)c2)[nH]c(C)c1C(C)=O | 35% | 0% | -2% | 4.5% | -11%
O=C(Cc1ccc(O)cc1)N/N=C/c1cccnc1 | -9% | -6% | 0% | 0.8% | -6%
O=C(COc1ccccc1[N+](=O)[O-])N/N=C/c1ccc(OC(=O)c2ccco2)cc1 | 16% | -2% | -6% | 1.1% | -9%
CCc1ccc(OCC(=O)NNC(=O)CNC(=O)c2ccc(Br)o2)cc1 | -3% | / | -7% | 0.6% | 2%
Cc1ccc(-c2nc(SCC(=O)Nc3ccccc3OC(F)F)c3c(C)c(C(=O)O)sc3n2)cc1 | 24% | 8% | -2% | / | /
Cc1ccc(S(=O)(=O)N2CCCC2CNC(=O)c2ccc(F)c(F)c2)cc1 (stereo not given) | 35% | -2% | 27% | i | -5%
CCN(c1ccccc1C)S(=O)(=O)c1cc2c3c(c1)CCN3C(=O)CC2 | -3% | 10% | 4% | 1.1% | -7%
CCOC(=O)N1CCN(C(=O)c2ccc3c(c2)ncn3C2CCCC2)CC1 | 6% | 4% | 2% | 0.3% | -2%
O=C(C1=C[C@H](C2CCCCC2)C[C@H](OCCCCO)O1)N1CCN(Cc2ccc3c(c2)OCO3)CC1 | 17% | 9% | 4% | i | 11%
O=C(N/N=C/c1ccc(F)cc1)c1ccc(-n2cnnn2)cc1 | / | / | / | 3.2% | -7%
Cc1ccccc1C=O | -4% | / | -6% | 0.1% | -79%
COc1cccc(N(C(=O)CS(=O)CC(=O)Nc2ccc(F)cc2)C(C(=O)NC2CCCCC2)c2cccs2)c1 (stereo not given) | 9% | -2% | 10% | 1.2% | -7%
Cc1cccc(OCC(=O)Nc2ccc(N3CCN(C(=O)c4ccccc4)CC3)cc2)c1C | -4% | -16% | -3% | 1.7% | -11%
O=C(OCc1ccccc1)N1CCC2CC1c1cc(N3CCOCC3)ccc12 (stereo not given) | / | / | / | 3.1% | 11%
COC(=O)COc1ccc(S(=O)(=O)N2CCN(c3ccccc3F)CC2)cc1C | 24% | -3% | -10% | 5.6% | 5%
COC(=O)c1ccc(CN2CCN(C3CCCC3)C(CCO)C2)cc1 (stereo not given) | 2% | -2% | -5% | 0.6% | 8% | VEEV TC-83 Vero 10K pilot screen=0.2
Cc1c(NC(=O)OCCNC(=O)COc2ccc(Cl)cc2Cl)sc(=S)n1C | -10% | 5% | 10% | i | 14%
CCN(CC)c1ccc(Nc2cc3n(c(=O)n2)CCc2cc(OC)c(OC)cc2-3)cc1 | 15% | -3% | -2% | 12% | 0%
COCCNC(=O)CN(CCc1ccccc1)S(=O)(=O)c1ccc(Br)cc1 | -15% | 2% | 0% | i | -6%
O=C(Cn1ncc(N2CCOCC2)c(Cl)c1=O)c1ccc(Cl)cc1 | 3% | -4% | -6% | 0.5% | -7%
COc1ccc2sc(-c3ccc(S(C)(=O)=O)cc3)c(C(=O)NCCc3c[nH]c4ccccc34)c2c1 | -7% | / | 0% | 6.5% | 9%
O=C(NC1CCCCC1)N1CCc2ccccc2C1 | 44% | -4% | -3% | i | 5%

Some of these compounds in order of molar mass, high to low.
SMILES | tuberculosis growth | PhoP GFP inhibition | M. tuberculosis HTS | VEEV TC-83 Vero | influenza NS1A | others
O=C(/C=C\c1ccc2c(c1)OCO2)Nc1c2c(nn1-c1ccc(Cl)cc1)CSC2 | / | -8% | 1% | 0.4% | -4%
Cc1noc(C)c1-c1ccc2ncnc(NCC3CCCCN3C)c2c1 (stereo not given) | -9% | / | -3% | 0.8% | 1%
Cc1cc(N2CCC(C)CC2)nc(SCC(=O)c2ccccc2)n1 | 28% | -9% | 8% | 8.6% | -1%
Cc1cc(C)cc(NC(=O)C(=S)NCc2ccccc2)c1 | -5% | -12% | 4% | 7.2% | -6%

The list continues:
SMILES | tuberculosis growth | PhoP GFP inhibition | M. tuberculosis HTS | VEEV TC-83 Vero | influenza NS1A | others
CC(C)(C)c1ccc(C(=O)Nc2ccc(C(=O)NCc3cccnc3)cc2)cc1 | 14% | -35% | ? | 0.1% | 4%
Cc1cc(C(=O)NC(=S)Nc2ccccc2N2CCOCC2)ccc1[N+](=O)[O-] | -2% | -2% | 2% | 2.7% | -7%
O=C(NCc1cccnc1)c1cccn2c(=O)c3sccc3nc12 | -4% | -4% | 7% | 8.3% | 1%
CCCc1cc(CNC(=O)C2CCC(=O)N(Cc3ccccc3F)C2)on1 (stereo not given) | 3% | -11% | -4% | 0.1% | -20%
O=C(Nc1nccs1)c1cc(S(=O)(=O)N2CCOCC2)ccc1Cl | 5% | 0% | 0% | 0.3% | 2%
COC(=O)[C@@H]1C[C@@]2(O)[C@H](O)[C@H](O)[C@H](O)C[C@H]2N1CC1CC1 | -9% | -8% | -2% | i | 6% | VEEV TC-83 Vero 10K pilot screen=0.7

Compound activity (PubChem BioAssay)
